Bioassay records: PubChem BioAssay, National Center for Advancing Translational Sciences (NCATS)
USP1 inh: USP1/UAF1 (human) deubiquitinase inhibition. O94782. recombinant USP1/UAF1, Ub-Rhodamine cleavage fluorescence. AID 743255. Potency, µM (highest dose often 57.1 µM), for the others: top-dose activity change, negative = inhibition, actives largely listed as inhibitors. actives 0.23% (n = 390,000); further: potency means the concentration at half of the fitted maximal effect; on the % scale 0 is the no-effect control and ±100 the full control effect; nearly all actives have a fitted effect of over 60% in size; inactives centre near -12
Target sequence (O94782 whole entry, looked up): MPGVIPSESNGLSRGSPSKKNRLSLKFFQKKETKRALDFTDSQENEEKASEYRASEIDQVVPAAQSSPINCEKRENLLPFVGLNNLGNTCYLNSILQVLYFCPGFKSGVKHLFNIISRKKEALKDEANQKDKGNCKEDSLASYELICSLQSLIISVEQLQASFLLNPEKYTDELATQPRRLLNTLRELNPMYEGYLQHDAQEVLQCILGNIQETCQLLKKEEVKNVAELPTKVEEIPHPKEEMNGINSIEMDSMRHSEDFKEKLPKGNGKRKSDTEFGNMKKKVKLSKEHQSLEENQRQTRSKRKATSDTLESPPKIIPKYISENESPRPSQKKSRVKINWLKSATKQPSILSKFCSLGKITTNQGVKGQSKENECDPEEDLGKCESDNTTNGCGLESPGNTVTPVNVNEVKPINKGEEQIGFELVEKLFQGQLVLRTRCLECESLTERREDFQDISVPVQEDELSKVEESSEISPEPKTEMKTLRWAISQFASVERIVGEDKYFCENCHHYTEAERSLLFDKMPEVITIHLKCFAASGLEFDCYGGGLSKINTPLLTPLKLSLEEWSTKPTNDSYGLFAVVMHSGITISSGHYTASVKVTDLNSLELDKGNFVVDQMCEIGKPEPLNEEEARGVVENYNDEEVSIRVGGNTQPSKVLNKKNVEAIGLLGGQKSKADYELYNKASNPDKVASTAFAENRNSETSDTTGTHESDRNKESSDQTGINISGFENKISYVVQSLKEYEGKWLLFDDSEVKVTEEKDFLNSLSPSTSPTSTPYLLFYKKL
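Step one: compound is pinned into 1nM USP1/UAF1 in HEPES pH 7.8 buffer with TCEP. Step two: 15 min room-temperature incubation. Step three: Ub-Rho (150nM final) starts cleavage, tracked by fluorescence over six one-minute reads.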
TRHR ag: agonists of human TRH receptor | P34981 | TRHR cells, calcium flux fluo-8, FDSS agonist mode | activation, % at 2 µM | actives 0.18% (n = 360,000) | AID 493084; in the data active means activation above about 30%; further: 0% is about no effect
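TRHR-expressing cells loaded with fluo-8 calcium dye; 23 nL library compound pin-transferred, kinetic FDSS fluorescence (Ex 480/Em 530) recorded about 180 s for agonist-induced calcium release, before a 10 nM TRH EC20 addition for potentiator mode.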
TRHR PAM: allosterically enhances the human TRH receptor | P34981 | TRHR cells, fluo-8 calcium fluorescence, EC20 TRH enhancement | enhancement, % at 2 µM | actives 0.66% (n = 360,000) | AID 493056; in the data active means enhancement above about 30%; further: 0% is about no effect
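Enhancer read-out: after compound pinning and an initial kinetic agonist-mode read, an EC20 of TRH (10 nM final) was injected and fluo-8 calcium signal (Ex 480/Em 530) followed at 1 s/cycle for 100 cycles in TRHR-expressing cells.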
Pin1 inh: blocks the human prolyl isomerase Pin1. Pin1 FP peptide displacement, HiFluor488, 10 min. actives 0.009% (n = 390,000). Potency, µM (titrated, usually from 115 µM), without a hit: at the top dose activity, negative = inhibition, actives largely listed as inhibitors. AID 504891; active means well fitted inhibition curve with a large enough effect in the polarisation, with a control signal flat, not every such curve was filed as active; inconclusive means small, poorly fitted or top-dose-only effect, or effect the other way, or a change in a side signal; inactive means no such curve, though single readings can be large or run the other way; the % refers to the polarisation; further: potency means the concentration at half of the fitted maximal effect; on the % scale 0 is the no-effect control and ±100 the full control effect
Target sequence (Q13526 whole entry, looked up): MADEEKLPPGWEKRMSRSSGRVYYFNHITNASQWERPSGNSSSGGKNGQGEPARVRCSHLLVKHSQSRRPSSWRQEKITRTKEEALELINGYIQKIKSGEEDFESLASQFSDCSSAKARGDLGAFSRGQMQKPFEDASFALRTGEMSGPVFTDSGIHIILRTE
rTrxR1 inhibitor: rat TrxR1 inhibition | O89049 | recombinant rTrxR1, NADPH fluorescence consumption, selenite substrate | Potency, µM (titrated, usually from 114 µM), for the others: at the highest dose activity change, negative = inhibition, hits mostly inhibitors | actives 1% (n = 390,000); further: potency means the concentration at half of the fitted maximal effect; on the % scale 0 is the no-effect control and ±100 the full control effect; nearly all actives have a fitted effect of over 65% in size
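Rat TrxR1 (90 nM in the dispensed reagent) was pre-reduced with 400 uM NADPH for 5 min at room temperature, then incubated with compound for 15 min. After 400 uM selenite was added, NADPH fluorescence (Ex 340/Em 450 nm) was followed for 8 min.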
mIDH1 inhibitor: human IDH1 R132H inhibition; IDH1-R132H enzyme, NADPH consumption, diaphorase/resazurin fluorescence; Potency, µM (series often up to 76.6 µM), inactives show top-dose activity change, negative = inhibition, usual class: inhibitors; actives 0.093% (n = 390,000); AID 602179; further: potency means the concentration at half of the fitted maximal effect; on the % scale 0 is the no-effect control and ±100 the full control effect; nearly all actives have a fitted effect of over 65% in size
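IDH1-R132H (0.5 ug/mL dispensed) in pH 7.5 Tris buffer was preincubated 30 min with compound, then given a substrate mix of 0.016 mM NADPH and 2 mM alpha-KG for 80 min at room temperature; remaining NADPH was read by diaphorase/resazurin fluorescence.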
D2 antagonist: D2 dopamine receptor (human) antagonism; actives 2% (n = 340,000); inhibition, % at 10 µM; HEK293 TREx D2 cells, calcium flux, dopamine EC80; P14416; in the data active means inhibition above about 30%; further: 0% is about no effect
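Calcium mobilization kinetics were recorded at 1 s intervals in tetracycline-induced HEK293 T-REx D2 cells, first for 180 s after compound addition and then 180 s after EC80 dopamine.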
TrxR1 substrate: is turned over as a substrate by rat TrxR1 | O89049 | purified TrxR1 substrate turnover, NADPH consumption readout | Potency, µM (doses to about 114 µM), without a hit: top-dose activity change, negative = substrate turnover | actives 0.01% (n = 390,000); further: potency means the concentration at half of the fitted maximal effect; on the % scale 0 is the no-effect control and ±100 the full control effect; nearly all actives have a fitted effect of over 50% in size
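Rat TrxR1, dispensed at 90 nM, was prereduced with 400 uM NADPH (final) for 5 min at ~22 deg C, then incubated with compound 15 min before 400 uM selenite. A first-read NADPH fluorescence drop versus no-compound background flagged substrates.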
D2 ag: D2 dopamine receptor (human) agonism; actives 0.53% (n = 340,000); P14416; AID 485358; HEK293 T-REx D2 cells, calcium flux agonist mode; activation, % at 2 µM;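 active means activation over 3 SD above normal in the single-dose calcium agonist read, cut at about 30% in these data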; further: 0% is about no effect
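Tetracycline-induced HEK293 T-REx cells with force-coupled D2 receptor, plated overnight at 30 C, loaded with no-wash calcium dye. After a 10 s baseline, compound was pin-added and calcium flux read kinetically for 180 s; calcium rises flagged agonists.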
An asterisk follows results filed as active; ? = inconclusive; · = not tested or not shown; & = joins results of further samples; [ ] = another dose, or the depositor's remark. Unless noted, the call rests on the fitted dose curve; in most records, active means well fitted inhibition curve with a large enough effect; inconclusive means small, poorly fitted or top-dose-only effect; inactive means no such curve, though single readings can be large or run the other way. The list is partial; count on the stated rates, not on these rows.

Compound | rTrxR1 inhibitor | TRHR ag | USP1 inh | TRHR PAM | D2 ag | TrxR1 substrate | Pin1 inh | D2 antagonist | mIDH1 inhibitor
CC(C)OC(=O)c1ccccc1C(=O)c1ccc(N)c([N+](=O)[O-])c1 | 2.4%[57.1 µM] | -0.3 | -26.8% | -3.6 | -1.8 | -1.0%[57.1 µM] | -1.1% | -2.5 | 10.3%
Cc1ccc(S(=O)(=O)c2c(N)n(Cc3ccco3)c3nc4ccccc4nc23)cc1C | 11.2µM* | -0.6 | ? | 3.2 | -0.3 | 71.1%[activator] | ? | 12.0 | -3.7%
COC(=O)[C@@]1(Cc2ccc(F)cc2)[C@H]2c3cc(C(=O)N(C)C)n(Cc4nc5ccccc5[nH]4)c3C[C@H]2CN1C(=O)c1ccccc1 | 6.4% | 5.0 | ? | 0.7 | 4.1 | 13.0% | 69.3%[activator] | -16.1 | -4.9%
CC(=O)Oc1ccc(C(=O)O)c(OC(C)=O)c1 | 25.2% | 0.5 | -16.6% | 5.0 | 0.0 | 12.3% | -2.0% | 6.2 | -8.4%
Clc1ccc(OCCCc2nc(-c3cccnc3)no2)c(Cl)c1 | 19.8% | 0.4 | -21.0% | -4.9 | -0.1 | 3.0% | 1.1% | 20.6 | 2.0%
Cc1ccc2c(=O)[nH]c(Cc3ccccc3C(=O)O)nc2c1 | 17.5% | 0.7 | 3.8% | 4.6 | · | -4.8% | 3.7% | · | -6.5%
CCn1c(SCC(=O)NNC(=O)c2ccc(OC)cc2)nnc1-c1cccnc1 | 9.9%[57.1 µM] | 0.2 | -10.6% | 3.2 | 0.3 | 8.6%[57.1 µM] | 2.4% | -3.2 | 1.7%
Cc1ccc(C)c(NC(=S)N2CCN(S(=O)(=O)c3ccccc3)CC2)c1 | 7.8% | -0.1 | -5.4% | -1.2 | -0.1 | 1.4% | 2.6% | -12.2 | 1.2%
O=C(NCCSCc1ccccc1)c1ccc(F)cc1 | 5.2% | -3.3 | -2.3% | -9.5 | -1.6 | -3.8% | 0.8% | 15.8 | -0.4%
COc1ccc(C(=O)Nc2ncccc2C)cc1S(=O)(=O)N1CCCc2ccccc21 | 1.6% | 0.1 | -11.3% | -1.2 | -0.6 | -2.5%[57.1 µM] | -0.3% | 22.5 | 7.7%
COc1ccc(NC(=S)Nc2ncccc2C)c(OC)c1 | 1.78µM* | -0.4 | ? | 2.4 | -0.4 | 6.2% | -0.9% | -10.4 | 4.6%
O=C(O)c1cccc(NC(=O)c2ccccc2)c1 | -0.7% | · | -5.4% | · | · | -5.0% | -4.5% | · | -4.1%
Cc1ccc(NC(=O)c2cncc(Br)c2)nc1 | 0.9% | 0.0 | -3.0% | 0.1 | 0.1 | -5.0% | -9.9% | 2.6 | 0.0%
CC(C)c1ccc(NC(=S)N2CCN(S(=O)(=O)c3ccccc3)CC2)cc1 | 15.0% | -0.6 | -20.7% | -4.7 | 0.2 | -2.1% | 0.1% | -14.8 | 1.9%
Cc1ccc(NC(=O)CSCc2nc3c(nnn3Cc3ccc(F)cc3)c(=O)[nH]2)c(C)c1 | -7.3% | -0.3 | 11.3% | 8.8 | 0.5 | -5.6% | 14.5% | -19.9 | 14.9%
O=C(CN1CCOCC1)N/N=C/c1c(O)ccc2ccccc12 | 16.2%[57.1 µM] | 0.1 | -15.9% | 25.1 | -0.7 | 9.6%[2.29 µM] | 2.3% | 5.2 | 12.6%
CC(=O)Cc1nsc(NC(=O)c2cc(-c3cccc(C(F)(F)F)c3)oc2C)n1 | 6.5% | -0.5 | -0.6% | -1.7 | · | -1.9% | 18.2% | · | 4.4%
COc1ccc(OCC(N)=O)cc1 | 21.3% | 0.2 | -26.6% | -8.4 | -0.6 | 2.6% | -2.2% | 10.4 | 0.0%
CC(C)CC(=O)Nc1ccnn1C1CCN(C(=O)c2ccc(Cl)cc2F)CC1 | 10.5% | -0.1 | -13.4% | -10.6 | 0.6 | -1.2% | 2.0% | -5.1 | 1.1%
CC(=O)Nc1ccc(S(=O)(=O)NC(C)C(=O)NCCc2ccc(F)cc2)cc1 (stereo not given) | 20.8%[57.1 µM] | 0.9 | -3.5% | -4.2 | -0.2 | 9.2% | 0.7% | -23.3 | 3.4%
COc1ccc2cc(CN(C(=O)Nc3ccccc3)C3CCCC3)c(=O)[nH]c2c1 | 1.2% | -0.2 | -8.8% | 2.4 | 0.3 | -1.8% | 5.1% | -5.1 | 0.4%
O=C(NC(=S)NCC1CCCO1)C(c1ccccc1)c1ccccc1 (stereo not given) | -10.2% | 0.2 | -15.5% | 7.7 | -1.1 | -5.1% | 0.1% | -22.4 | 8.0%
CC(=O)N1CCN(c2ccnc3cc(Cl)ccc23)CC1 | 16.8% | 0.2 | -30.4% | 12.1 | 2.3 | 4.7% | -0.3% | 1.6 | -4.2%
Cc1ccc(OCCN2CCN(c3ncnc4sc(C)c(C)c34)CC2)cc1 | -14.4% | -0.9 | -14.1% | -9.6 | 0.5 | -10.0% | -2.9% | 3.1 | 1.1%
CC1(CCc2ccc3c(c2)OCO3)NCCc2c1[nH]c1ccccc21 (stereo not given) | 20.3% | 2.4 | -17.5% | -7.1 | 2.4 | 4.7% | 2.0% | 10.2 | 9.0%

4 compounds picked at random from the list so far, as already listed:
Compound | rTrxR1 inhibitor | TRHR ag | USP1 inh | TRHR PAM | D2 ag | TrxR1 substrate | Pin1 inh | D2 antagonist | mIDH1 inhibitor
Cc1ccc(NC(=O)CSCc2nc3c(nnn3Cc3ccc(F)cc3)c(=O)[nH]2)c(C)c1 | -7.3% | -0.3 | 11.3% | 8.8 | 0.5 | -5.6% | 14.5% | -19.9 | 14.9%
CC(C)CC(=O)Nc1ccnn1C1CCN(C(=O)c2ccc(Cl)cc2F)CC1 | 10.5% | -0.1 | -13.4% | -10.6 | 0.6 | -1.2% | 2.0% | -5.1 | 1.1%
CC(C)c1ccc(NC(=S)N2CCN(S(=O)(=O)c3ccccc3)CC2)cc1 | 15.0% | -0.6 | -20.7% | -4.7 | 0.2 | -2.1% | 0.1% | -14.8 | 1.9%
CC(=O)Nc1ccc(S(=O)(=O)NC(C)C(=O)NCCc2ccc(F)cc2)cc1 (stereo not given) | 20.8%[57.1 µM] | 0.9 | -3.5% | -4.2 | -0.2 | 9.2% | 0.7% | -23.3 | 3.4%

Continuation.
Compound | rTrxR1 inhibitor | TRHR ag | USP1 inh | TRHR PAM | D2 ag | TrxR1 substrate | Pin1 inh | D2 antagonist | mIDH1 inhibitor
CC(C)CC(=O)N1CCN(Cc2cccc(Cl)c2)CC1 | -6.1% | -1.7 | -1.2% | 3.6 | -0.2 | -3.9% | -0.3% | 10.4 | -10.3%
O=C1OC(c2ccc(F)cc2)=C/C1=C\c1ccc(O)cc1 | ? | 0.6 | -20.8% | -0.3 | 0.3 | 2.3% | 1.7% | 11.0 | -4.1%
CCOc1ccccc1C(=O)NC(C(=O)Nc1cccnc1)C(C)C (stereo not given) | 1.0% | -0.3 | -15.5% | 3.3 | -0.7 | -1.5% | 3.1% | 11.6 | 10.4%
Cn1c(=O)n(C)c2cc(NS(=O)(=O)c3ccc(Cl)s3)ccc21 | 12.7% | 0.1 | -12.8% | -5.4 | 0.6 | 4.1% | -12.0% | 10.6 | -11.6%
COC(=O)C1(C(F)(F)F)N=C2Sc3ccccc3N2C(N2CCOCC2)=N1 (stereo not given) | 12.7%[57.1 µM] | -0.2 | -12.8% | 5.7 | 0.3 | 8.0% | 4.0% | 11.4 | -1.9%
O=C(COc1ccc(F)c(Cl)c1)Nc1ccc(N2CCOCC2)cc1 | 8.0% | · | -19.2% | · | · | 5.2% | 1.3% | · | 3.6%
O=C(CN1CCN(CN2C(=O)NC3(CCCCCC3)C2=O)CC1)Nc1ccc(F)cc1 | 7.8% | 0.1 | -6.4% | 7.0 | 0.4 | 1.9% | -2.3% | -4.7 | -5.1%
CC(C)CCNC(=O)CCC(=O)NNc1nc2ccccc2c2nc(-c3ccccc3)nn12 | 35.7%[activator] | -0.9&0.0 | -28.5%&4.8% | 15.6&-0.5 | 0.6&-4.9 | 15.8% | -4.4%&-6.3% | 1.3 | 5.9%&-1.4%
CCOC(=O)c1c(C)c(C(=O)NCCc2ccc(OC)cc2)c(C)n1C | 5.6% | -0.4 | -21.1% | -5.6 | 0.0 | -3.6% | 5.1% | · | -7.5%
COc1c(Cl)cc(Cl)cc1C(=O)n1nc(C)cc1C | 10.7%[57.1 µM] | 0.9 | -11.3% | -2.7 | 1.1 | 10.4%[57.1 µM] | -7.7% | 3.4 | 3.0%
COc1ccccc1/C=C/C(=O)Nc1ccc(S(=O)(=O)Nc2cc(C)nc(C)n2)cc1 | -0.4% | 0.2 | -14.1% | -4.2 | 0.1 | -4.4% | -1.6% | 9.2 | 0.2%
CC1(C)CC(=O)C(=CN2CCN(C(=O)c3ccco3)CC2)C(=O)C1 | ? | -0.1 | 0.6% | -4.1 | 1.9 | -5.2% | -6.1% | 7.6 | 7.3%
Cc1c(Cl)cccc1N(CC(=O)NC(C)c1ccccc1)S(C)(=O)=O (stereo not given) | 16.4%[57.1 µM] | -0.5 | -14.2% | -7.2 | 1.2 | -7.3% | -4.1% | -5.7 | -2.0%
Cc1nn(C)c2c1c(-c1ccccc1)cc(=O)n2Cc1ccc(Cl)cc1 | 15.6%[57.1 µM] | 1.3 | -1.2% | 39.5* | 0.4 | 1.6%[57.1 µM] | -3.3% | · | -0.1%
O=C1CCCN1CCCNc1nc2c(S(=O)(=O)c3ccccc3)nnn2c2ccc(Cl)cc12 | 41.0% | -0.6 | -13.2% | 11.9 | 0.1 | 72.2%[activator] | 15.0% | 24.1 | -7.7%
